Screens as filed in PubChem BioAssay.
OX1R antag-1: human HCRTR1 antagonism | O43613 | 330,000 compounds, 0.43% hits | CHO/OX1R cells, Fluo-8 calcium fluorescence, orexin A | inhibition, % at 5 µM | AID 434989;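 active = inhibition above its plate's threshold, mean inhibition of all tested compounds on the plate plus 3 SD, cut at about 37% in these data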;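 also: 0% = orexin A challenge wells and 100% = SB-334867-A antagonist wells; not every result past the cut was called active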
Target sequence (O43613 whole entry, looked up): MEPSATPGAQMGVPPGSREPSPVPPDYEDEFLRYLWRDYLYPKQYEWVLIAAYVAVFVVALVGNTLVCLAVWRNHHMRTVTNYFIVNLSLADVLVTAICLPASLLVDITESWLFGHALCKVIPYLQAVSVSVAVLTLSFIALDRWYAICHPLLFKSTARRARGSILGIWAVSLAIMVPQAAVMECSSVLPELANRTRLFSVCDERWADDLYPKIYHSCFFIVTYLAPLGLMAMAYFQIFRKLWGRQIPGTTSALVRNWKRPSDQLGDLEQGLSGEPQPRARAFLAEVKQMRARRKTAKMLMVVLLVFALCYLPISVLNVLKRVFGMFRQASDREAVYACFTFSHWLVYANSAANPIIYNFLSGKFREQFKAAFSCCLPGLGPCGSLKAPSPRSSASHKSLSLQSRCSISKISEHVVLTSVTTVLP
OX1R antag-2: antagonists of human orexin 1 receptor (OX1R); AID 485270; 330,000 compounds, 1.8% hits; OX1R-expressing cells, FRET antagonist read-out; O43613; inhibition, % at 6.6 µM; in the data active = inhibition mostly above about 38%, no sharp cut-off; inactive = mostly below about 40%;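 also: 0% = agonist challenge alone and 100% = reference antagonist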
* hit, by the source's call.

Each structure is followed by: OX1R antag-1, OX1R antag-2
CCOC(=O)N1CCN(S(=O)(=O)c2ccc(C(=O)Nc3sc4c(c3C(N)=O)CCN(CC)C4)cc2)CC1
    4, 13
O=C(N/N=C/c1ccccc1[N+](=O)[O-])c1ccc2nc[nH]c2c1
    -6, 15
C#CCn1cc[n+](CC(=O)N(C)C)c1
    -1, 8
CCN(CC)S(=O)(=O)c1ccc(NC(=O)Cn2c(=O)sc3ccccc32)cc1
    -9, 4
CN(C(=O)COC(=O)c1cc(F)c(F)cc1Cl)c1ccccc1
    -18, 17
Cn1nc(-c2ccc(N3CCN(CCO)CC3)c([N+](=O)[O-])c2)c2ccccc2c1=O
    -25, 26
Fc1ccc(CCNC(=S)Nc2ccc(F)cc2)cc1
    -3, 5
Cc1ccc(-n2c(CNc3ccc(F)cc3)nnc2SCC(=O)N2CCCC2)cc1
    -18, 13
CC(C)CNC(=O)CSc1nnc(-c2ccc(Cl)cc2)n1N
    -18, 7
CCCc1cc(=O)[nH]c(SCC(=O)N(CC(C)C)C2CCS(=O)(=O)C2)n1 (configuration not stated)
    -12, 7

The list continues:
Each structure is followed by: OX1R antag-1, OX1R antag-2
Cc1ccc(CN2C(=O)C(=O)c3cc(C)ccc32)cc1
    8, 0
COc1ccc(CN2CC34C=CC(O3)C(C(=O)O)C4C2=O)cc1 (configuration not stated)
    -21, 3
CN(C)C(=S)NC(C)(C)C
    -6, 5
O=C(CCCSc1nc2ccccc2[nH]1)NCc1ccccc1Cl
    -24, 10
COc1ccccc1C(CNC(=O)C(C)Oc1ccc(Br)cc1)N1CCCC1 (configuration not stated)
    -42, 2
COc1ccccc1/C=C/C=N/n1c(COc2ccccc2)n[nH]c1=S
    -24, 20
Cc1ccccc1C1C(=O)c2ccccc2C1=O
    -12, 12
CC(C)CCNC(=O)CCn1nc(-c2ccccc2)ccc1=O
    -10, 17
Nc1cc(N)nc(SCC(=O)Nc2cc(S(=O)(=O)N3CCOCC3)ccc2Cl)n1
    -13, 9
Nc1c(-c2n[nH]c(=S)n2-c2ccc(Cl)cc2Cl)cnn1-c1ccccc1
    -12, -7

More structures
Each structure is followed by: OX1R antag-1, OX1R antag-2
COC(=O)c1c(C(=O)OC)c2n(c1C)Cc1ccccc1C2
    -17, 26
COc1cccc(-n2cc(C(=O)NCCCOC(C)C)c3ccccc3c2=O)c1
    -30, 0
Nn1c(SCc2c(F)cccc2F)nnc1-c1ccccn1
    2, 6
O=C(CC(=O)N/N=C\c1c(Cl)cccc1Cl)NCc1ccccc1
    -12, 8
CC1CCCN(CC(=O)N2c3ccccc3Sc3ccccc32)C1 (configuration not stated)
    -14, 30
CC(C)Nc1nnc(SCC(=O)Nc2ccc3c(c2)C(=O)c2ccccc2C3=O)s1
    -1, 39
Cn1c(SCC(=O)Nc2ccccc2F)nnc1-c1cccs1
    -13, 12
O=P(c1ccccc1)(c1ccccc1)C(O)c1ccncc1 (configuration not stated)
    6, 10
O=C(CC12CC3CC(CC(C3)C1)C2)Nc1cccc2ncccc12
    -19, 3
CCCCNC(=O)O[C@H]1C[C@@H]2CCN3C(=O)CCC(C)(C)[C@H](C1)[C@H]23
    -18, 18

Next part.
Each structure is followed by: OX1R antag-1, OX1R antag-2
COc1cc(NC(=O)c2cccnc2)c(OC)cc1NC(=O)c1ccc(Br)cc1
    -39, 13
N/C(Cc1ccc([N+](=O)[O-])cc1)=N\OC(=O)c1ccc([N+](=O)[O-])cc1
    -4, 51
Cc1cccc(NC(=O)CSc2nc3ccccc3nc2N2CCCC2)c1C
    -40, 4
COC(CNC(=O)C1CCCN1C(=O)OCc1ccccc1)OC (configuration not stated)
    7, 5
Cc1noc(C)c1CSc1nnc(C)c(=O)[nH]1
    3, 9
COc1cc(C(=O)Nc2nc3ccccc3[nH]2)cc(OC)c1OC
    -16, 10
Oc1c(Br)cccc1/C=N/c1ncn[nH]1
    -8, 5
O=C(O)C1CCN(S(=O)(=O)c2cccnc2)CC1
    -12, 12
CCc1ccccc1NC(=O)CN(C)S(=O)(=O)c1ccc2c(c1)c(=O)n(C)c(=O)n2C
    -18, 14
CC(C)c1cc(-c2cc(C(=O)NCc3ccccc3)on2)nc(NC2CCCC2)n1
    -5, 22

New compounds follow
Each structure is followed by: OX1R antag-1, OX1R antag-2
COC(=O)CCCC1=CC2=CC(=O)C(C)(OC(=O)c3cccs3)C(=O)C2=CN1CCc1ccccn1 (configuration not stated)
    -20, 43
CC(=O)N1CCN(C(=O)c2cccc(S(=O)(=O)Nc3ccc(C)cc3)c2)CC1
    -16, -3
COc1cccc(/C=N/NC(=O)CCc2c(C)n[nH]c2C)c1
    -7, 3
COc1ccccc1-n1cc(-c2ccc([N+](=O)[O-])cc2)[nH]c1=S
    -22, 17
O=C(O)c1cc(N/N=C/c2ccc(-c3ccc(F)cc3)o2)ccc1Cl
    -9, 44
CCC(=O)N1CCc2cc(S(=O)(=O)NCCC(=O)N3CCc4ccccc4C3)ccc21
    -8, 30
Cc1ccc(-c2csc3ncnc(NCCN4CCOCC4)c23)cc1
    -46, 12
CN1CCN(CC(=O)Nc2c(C(=O)C3CC3)oc3ccccc23)CC1
    -29, 12
Cc1ccc(Sc2ncccc2O)cc1
    -17, 3
Cc1ccc(C(=O)NCc2cccnc2)cc1S(=O)(=O)N1CCCCCC1
    -19, 11

(listing goes on)
Each structure is followed by: OX1R antag-1, OX1R antag-2
Cc1sc2c(c1C)CN(CCN1CCOCC1)CN2C(=O)c1ccccc1
    -27, 4
C/C(Cl)=C/Cn1c(NCCN(C)C)nc2c1c(=O)n(C)c(=O)n2C
    -11, 20
CCCCn1c(N)c(N(CCOC)C(=O)c2ccc(-c3ccc(C(C)=O)cc3)o2)c(=O)[nH]c1=O
    -24, 26
COC(=O)Cn1c2ccccc2c2nc(C)sc21
    -11, 0
Cc1cccc(C(=O)NCc2ccco2)c1
    -16, 5
Cc1nc2ncnn2c(C)c1CCC(=O)NC(C)CCc1ccco1 (configuration not stated)
    -10, 15
CC(=O)Nc1ccc2c(c1)OCCOCCOc1cc(NC(C)=O)ccc1OCCOCCOCCO2
    -12, 8
CC1=C(C(=O)OCC2CCCO2)C(c2ccncc2)C2=C(CC(C)(C)CC2=O)N1 (configuration not stated)
    0, 9
COc1cc(OC)c(C2CC(=O)N3CN(c4ccccc4)CSC3=C2C#N)cc1OC (configuration not stated)
    -6, 6
O=C(CCc1nc2ccccc2[nH]1)Nc1ccc2c(c1)OCCO2
    9, 5

Additional structures
Each structure is followed by: OX1R antag-1, OX1R antag-2
Cc1cc(OCCCn2ccnc2)ccc1C(C)C
    -17, -1
CCCNC(=O)NCCC12CC3CC(CC(C3)C1)C2
    -17, 6
O=C1CCC(=O)N1c1cccc(OS(=O)(=O)c2ccccc2)c1
    -3, 1
CN(C(=O)c1ccccc1C(=O)OCC(=O)Nc1ccc(S(N)(=O)=O)cc1)c1ccccc1
    -18, 12
CCOC(=O)c1nnc(-c2cccs2)nc1NC(C)C
    -32, 18
CCNC(=S)NS(=O)(=O)c1ccc(F)cc1
    -20, 17
CC(NC(=S)Nc1ccc([N+](=O)[O-])cc1)c1ccncc1 (configuration not stated)
    -6, 13
O=C(CCN1CCCCCC1)Nc1cccc(Cl)c1
    -3, 6
Clc1c(-c2nnc3n2CCC3)sc2ccccc12
    -35, 20
CC(C)c1ccc(CNc2ncccn2)cc1
    -4, -3

The list goes on:
Each structure is followed by: OX1R antag-1, OX1R antag-2
Cc1ccc(CN2CCN(Cc3ccncc3)CC2CCO)o1 (configuration not stated)
    -3, 4
COc1ccc(C(=O)Nn2c(SCC(=O)NCc3ccco3)nc3ccccc3c2=O)cc1
    -29, 9
COc1ccc(-n2c(=O)c3ccccc3n(CC(=O)c3ccccc3)c2=O)cc1OC
    -41, 7
O=C(O)COc1ccccc1/C=C1\C(=O)Nc2ccc(Br)cc21
    -18, 1
S=C(NCc1ccccc1)N1CCN(C2CCCCC2)CC1
    -16, 1
Cc1nc(NC(=O)CSc2cc(C)c3ccccc3n2)c(Cl)cc1Cl
    -26, 25
O=C(COC(=O)c1ccco1)Nc1ccccc1[N+](=O)[O-]
    -3, 44
Cc1cc(OCC(=O)NCc2ccccn2)c2c(C)c(C)c(=O)oc2c1
    -10, 17
O=[N+]([O-])c1cc(S(=O)(=O)NCCc2ccccn2)ccc1Cl
    1, 12
CCCn1nnnc1NCc1ccccc1F
    -9, 11

3 entries from above, ordered by the number in OX1R antag-2, lowest first.
Each structure is followed by: OX1R antag-1, OX1R antag-2
O=C(O)COc1ccccc1/C=C1\C(=O)Nc2ccc(Br)cc21
    -18, 1
Cc1ccc(CN2CCN(Cc3ccncc3)CC2CCO)o1 (configuration not stated)
    -3, 4
COc1ccc(-n2c(=O)c3ccccc3n(CC(=O)c3ccccc3)c2=O)cc1OC
    -41, 7

Next compounds:
Each structure is followed by: OX1R antag-1, OX1R antag-2
Cc1cc(C)n2ncnc2n1
    -7, 5
Cc1ccc(NC(=O)N2CCCC(c3ccccc3)C2)cc1 (configuration not stated)
    -9, -1
O=C1NC(=O)/C(=C\c2ccccc2OCc2ccc([N+](=O)[O-])cc2)N1
    -19, 22
CCn1cc(C(=O)O)c(=O)c2cc(F)c(N3CCN(C(=S)NC(=O)c4ccc(F)c(F)c4)CC3)cc21
    -12, 9
Cc1cc(-n2nnc3ccccc32)nc2ccccc12
    -19, 32
COc1ccc(NC(=O)COc2ccc(C)cc2)c([N+](=O)[O-])c1
    -10, 10
Cc1ccccc1NC(=O)c1c(C)[nH]c(=S)c(C#N)c1-c1ccco1
    -17, 20
CCCCC/C=C/C1=CC(=O)C[C@H](c2ccc(Cl)cc2)C1
    -11, 0
O=C(Cn1nc(C(=O)O)c2ccccc2c1=O)NC12CC3CC(CC(C3)C1)C2
    -21, 18
O=C(CSc1nnc(NC(=O)c2ccco2)s1)Nc1ccccc1
    -19, -3

Next part
Each structure is followed by: OX1R antag-1, OX1R antag-2
Cc1cc(C)n(C(=O)CNC(=O)COc2ccccc2)n1
    -4, 1
CC1CCCC(NC(=O)C2CCCN2S(=O)(=O)c2cccc3nsnc23)C1C (configuration not stated)
    -28, 71*
O=C(C1CCN(S(=O)(=O)c2cccc3nonc23)CC1)N1CCCCC1
    -14, 34
C=CCC(O)(CC=C)CNC(=O)C1CCC(=O)N(CCCc2ccccc2)C1 (configuration not stated)
    -3, 7
Cc1sc2nc(SCC(=O)NCc3ccco3)n(CCc3ccccc3)c(=O)c2c1C
    -21, 13
CCC(=O)N1CCc2cc(S(=O)(=O)CCC(=O)NCCc3ccc(OC)c(OC)c3)ccc21
    -7, 21
CS(=O)(=O)N1CCN(C(=O)c2csc3ccccc23)CC1
    -17, -1
O=C(c1ccc2oc(CCc3ccccc3)nc2c1)N1CCC(O)CC1
    -6, 0
COC(=O)c1ccc(COC(=O)C2CC(O)CN2S(=O)(=O)c2ccc([N+](=O)[O-])cc2)cc1 (configuration not stated)
    -5, 15
COc1ccc(NC(C)=O)cc1NC(=O)CSc1nnc(C2CCCCC2)n1N
    -6, 6

(list continues)
Each structure is followed by: OX1R antag-1, OX1R antag-2
Cc1ccc(/C=C2\C(=N)N3N=C(CC(=O)N4CCCCC4)SC3=NC2=O)cc1
    9, 13
COc1ccccc1Nc1nc(-c2cccc([N+](=O)[O-])c2)nc2ccccc12
    -19, 13
C=CCN1C(=O)C(C)(C)N(C(=O)c2cccc([N+](=O)[O-])c2)c2ccccc21
    -22, 27
Cn1nnnc1-c1cc(Cl)cc(Cl)c1
    -3, 8
Cc1noc(C)c1NC(=O)Nc1ccc2c(c1)C(=O)N([C@H](C)CO)C[C@H](C)[C@@H](CN(C)S(=O)(=O)c1c(C)noc1C)O2
    -3, 4
COC(=O)C1=C(C)NC2=C(C(=O)CCC2)C1c1cn(Cc2ccc(Br)cc2)nc1-c1ccccc1 (configuration not stated)
    35, 75*
CN=C1SC(CC(=O)Nc2cccc(Cl)c2Cl)C(=O)N1C (configuration not stated)
    -6, 5
Cn1cnnc1SCC(=O)Nc1c(F)cc(F)cc1Br
    -8, 10
N#CC(c1ccccc1F)(c1ncc(C(F)(F)F)cc1Cl)N1CCOCC1 (configuration not stated)
    10, 9
O=S(=O)(Nc1cccc2nsnc12)c1ccccc1
    -17, 2

(further entries)
Each structure is followed by: OX1R antag-1, OX1R antag-2
Cc1ccc(NC(=O)CO/N=C(\N)c2nonc2N)cc1C
    0, 23
CC(=O)N1CCN(c2nc(N)c(C#N)c(CC#N)c2C#N)CC1
    -1, 4
Clc1ccc(Cn2cccc2C2=NCCO2)cc1
    -12, 15
O=C(CN1CCC(NC(=O)c2ccccc2Cl)CC1)NCc1ccccc1
    -5, 9

In the list so far, 13 contain an NH in an aromatic ring:
Each structure is followed by: OX1R antag-1, OX1R antag-2
O=C(N/N=C/c1ccccc1[N+](=O)[O-])c1ccc2nc[nH]c2c1
    -6, 15
CCCc1cc(=O)[nH]c(SCC(=O)N(CC(C)C)C2CCS(=O)(=O)C2)n1 (configuration not stated)
    -12, 7
O=C(CCCSc1nc2ccccc2[nH]1)NCc1ccccc1Cl
    -24, 10
COc1ccccc1/C=C/C=N/n1c(COc2ccccc2)n[nH]c1=S
    -24, 20
Nc1c(-c2n[nH]c(=S)n2-c2ccc(Cl)cc2Cl)cnn1-c1ccccc1
    -12, -7
Cc1noc(C)c1CSc1nnc(C)c(=O)[nH]1
    3, 9
COc1cc(C(=O)Nc2nc3ccccc3[nH]2)cc(OC)c1OC
    -16, 10
Oc1c(Br)cccc1/C=N/c1ncn[nH]1
    -8, 5
COc1cccc(/C=N/NC(=O)CCc2c(C)n[nH]c2C)c1
    -7, 3
COc1ccccc1-n1cc(-c2ccc([N+](=O)[O-])cc2)[nH]c1=S
    -22, 17
CCCCn1c(N)c(N(CCOC)C(=O)c2ccc(-c3ccc(C(C)=O)cc3)o2)c(=O)[nH]c1=O
    -24, 26
O=C(CCc1nc2ccccc2[nH]1)Nc1ccc2c(c1)OCCO2
    9, 5
Cc1ccccc1NC(=O)c1c(C)[nH]c(=S)c(C#N)c1-c1ccco1
    -17, 20
